MITF TRPM1 inh – MITF TRPM1 promoter inhibition in SK-MEL-5 cells; hit rate 0.83% among 330,000; SK-MEL-5 TRPM1 promoter luciferase, 24 h; AID 488899; inhibition, % at 12.5 µM;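 active = mean inhibition across replicates of 60% or more, whatever share of single replicates reaches that level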; also: values of inactives mirror those of a sister screen read the other way
NR2E3 ag-1 – NR2E3 (human) agonism; Q9Y5X4; GST-NR2E3/biotin-RetCOR TR-FRET, 1536-well; inhibition of corepressor binding, % at 4.78 µM; hit rate 0.12% among 320,000; AID 2300;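 active = percent inhibition above the cutoff of mean plus 3 SD of all tested compounds, set per screening campaign, cut at about 20% in these data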;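 also: 0% = DMSO wells and 100% = biotin wells as full block of FRET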
Target sequence (Q9Y5X4 whole entry, looked up): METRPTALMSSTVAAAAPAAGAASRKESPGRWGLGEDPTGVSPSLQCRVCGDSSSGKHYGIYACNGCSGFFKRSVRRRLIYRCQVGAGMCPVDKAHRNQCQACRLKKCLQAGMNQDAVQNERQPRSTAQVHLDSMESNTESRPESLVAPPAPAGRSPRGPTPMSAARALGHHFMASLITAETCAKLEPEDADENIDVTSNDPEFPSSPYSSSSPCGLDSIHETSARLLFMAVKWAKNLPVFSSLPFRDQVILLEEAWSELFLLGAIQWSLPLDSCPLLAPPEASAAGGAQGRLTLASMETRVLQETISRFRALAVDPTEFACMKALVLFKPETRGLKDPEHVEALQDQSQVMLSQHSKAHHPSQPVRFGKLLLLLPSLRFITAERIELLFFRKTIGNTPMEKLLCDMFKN
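System: GST-tagged NR2E3 plus biotinylated RetCOR corepressor; Buffer or medium: pH 7.5 Tris-based buffer; Probe or stimulus: RetCOR corepressor, biotinylated, 7 nM; Doses: compound at 4.8 µM, single dose; Schedule: 5 h incubation at 4 °C; Technique: time-resolved FRET; Evaluation: percent inhibition of TR-FRET ratio; Replication: one well per compound, singlicate testing.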
Vif imaging – HIV Vif inhibition; HEK293T cells, Vif self-association by quenched fluorescence, imaging, 24 h; inhibition, % at 7.49 µM; hit rate 0.35% among 340,000; AID 602346; in the data active = inhibition above about 50%, passing the limit was not always enough; also: some results filed as inactive read as strong as hits
Peg3 promoter – reduces Peg3 promoter-driven luciferase expression in HeLa; HeLa PEG-Prom luciferase reporter, luminescence, overnight; inhibition, % at 20 µM; hit rate 1.7% among 360,000; AID 588405;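 active = inhibition of at least 50% at 20 µM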
KKLEB tox – reduces viability of KKLEB cystic fibrosis airway cells; activity change (cytotoxicity), % at 5 µM; AID 602141; KKLEB CF airway cells viability, ATPlite luminescence, overnight; stronger effect = lower value; cells stimulated with P. aeruginosa culture filtrate; hit rate 0.36% among 360,000;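 active = corrected activity change at or below -50% at 5 µM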
CF NFkB inh – cystic fibrosis NF-kB activation inhibition | hit rate 0.86% among 360,000 | inhibition, % at 5 µM | KKLEB NF-kB-GFP reporter, PAF-induced, GFP fluorescence overnight;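 active = at least 50% inhibition at 5 µM, scaled per plate between neutral and stimulator controls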;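 also: PAF is a Pseudomonas aeruginosa culture filtrate used as stimulus; plate controls were PAF-stimulated DMSO wells for no effect and unstimulated DMSO wells for full effect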
Shn3 inh set2 – inhibitors of Schnurri-3 3'UTR reporter in osteoblasts. hit rate 0.52% among 360,000. Clone20 osteoblast Shn3 3'UTR firefly luciferase, 24 h. inhibition, % at 12.5 µM;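 active = mean inhibition of at least 75% with every replicate also reaching 75%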;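 also: 0% = median of neutral control wells and 100% = pilot-screen positive control compound; some compounds past the cut are filed as inactive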
NR2E3 ag-2 – agonists of human NR2E3 nuclear receptor. inhibition of corepressor binding, % at 3.98 µM. hit rate 0.35% among 360,000. AID 602229. CHO-S Gal4-NCOR/VP16-NR2E3 two-hybrid, luciferase;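 active = inhibition above the mean of all tested compounds plus 3 SD, cut at about 70% in these data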;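 also: 0% = DMSO with NR2E3 transfected cells and 100% = cells lacking NR2E3 construct; higher means lower luciferase signal from less NR2E3 corepressor binding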
PDI inh – PDI (human) enzyme inhibition; P07237; PDI insulin aggregation turbidity, A650, 90 min; inhibition, % at 10 µM; hit rate 0.052% among 350,000; AID 588391;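 active = mean inhibition across replicates of 30% or more, whatever share of single replicates reach that level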;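 also: absorbance from insulin aggregation driven by PDI reduction with DTT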
Target sequence (P07237 whole entry, looked up): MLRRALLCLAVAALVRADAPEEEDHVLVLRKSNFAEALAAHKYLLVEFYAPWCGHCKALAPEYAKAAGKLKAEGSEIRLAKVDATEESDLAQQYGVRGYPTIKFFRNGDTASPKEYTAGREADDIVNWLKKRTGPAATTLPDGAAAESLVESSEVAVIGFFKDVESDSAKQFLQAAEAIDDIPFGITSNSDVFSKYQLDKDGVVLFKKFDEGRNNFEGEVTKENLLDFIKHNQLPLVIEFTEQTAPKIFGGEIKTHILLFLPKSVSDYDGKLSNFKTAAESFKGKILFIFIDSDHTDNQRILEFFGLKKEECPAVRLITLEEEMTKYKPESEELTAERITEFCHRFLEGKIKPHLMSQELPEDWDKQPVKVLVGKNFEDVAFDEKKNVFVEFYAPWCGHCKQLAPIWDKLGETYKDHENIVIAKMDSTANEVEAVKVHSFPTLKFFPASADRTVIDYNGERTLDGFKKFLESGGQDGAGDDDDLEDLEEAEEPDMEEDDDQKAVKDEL
CaV13 ICDI inh – Disruptors of the CACNA1D IQ motif to Ca2+-dependent inactivation inhibitor domain association, primary screening, Förster resonance energy transfer in intact living …; HEK cells, CFP/YFP FRET ICDI-IQ, plate reader, 10 min; percent FRET-ratio fall versus neutral wells; inhibition, % at 12.3 µM; hit rate 0.098% among 340,000; AID 743397;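 active = mean replicate inhibition of at least 30% and at least 1% of replicates passing that level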;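 also: 0% = median of the neutral control wells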
HIF-2a inh – HIF-2a inhibition; inhibition, % at 18.8 µM; AID 624352; hit rate 0.72% among 360,000; 786-0 RCC cells HIF-2a reporter, luciferase luminescence, overnight;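 active = inhibition of the luminescence signal of 40% or more relative to plate controls, in a single-dose primary screen at 18.75 µM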
An asterisk follows results filed as active.

What do the screens show for `O=C(NCC(=O)N(Cc1ccccc1)C(C(=O)NC1CCCC1)c1cccnc1)c1ccco1` (configuration not stated)?
MITF TRPM1 inh: 12; NR2E3 ag-1: -1; Vif imaging: -5; Peg3 promoter: 29; KKLEB tox: -2; CF NFkB inh: 8; Shn3 inh set2: -1; NR2E3 ag-2: 13; PDI inh: -2; CaV13 ICDI inh: -5; HIF-2a inh: 7

Results for COCCNC(=O)C1CCC(CNS(=O)(=O)c2ccc3c(c2)CC(C)N3C(=O)C2CC2)CC1 (configuration not stated) ?
MITF TRPM1 inh: 1; NR2E3 ag-1: 2; Vif imaging: -1; Peg3 promoter: 16; KKLEB tox: 1; CF NFkB inh: 3; Shn3 inh set2: -18; NR2E3 ag-2: 20; PDI inh: 3; CaV13 ICDI inh: -7; HIF-2a inh: 16

Results for CC(=O)c1ccc([N+](=O)[O-])cc1 ?
MITF TRPM1 inh: -6; NR2E3 ag-1: -2; Vif imaging: 3; Peg3 promoter: 4; KKLEB tox: 4; CF NFkB inh: 5; Shn3 inh set2: -8; NR2E3 ag-2: -13; HIF-2a inh: -1

How did CC(=O)c1cc(F)c(N2CCN(C(=O)Cc3ccccc3)CC2)cc1C do in these assays?
MITF TRPM1 inh: 15; NR2E3 ag-1: 4; Vif imaging: -8; Peg3 promoter: 7; KKLEB tox: -4; CF NFkB inh: -6; Shn3 inh set2: 39; NR2E3 ag-2: 4; PDI inh: 8; CaV13 ICDI inh: -2; HIF-2a inh: 13

What do the screens show for `Cc1ccccc1NC(=O)CSc1nccn1Cc1ccco1`?
Vif imaging: -15; Peg3 promoter: -51; KKLEB tox: 16; CF NFkB inh: -12; Shn3 inh set2: -32; NR2E3 ag-2: -35; PDI inh: -7; CaV13 ICDI inh: -14; HIF-2a inh: -110

Results for C=C(C)Cc1c(C)c(C#N)c2nc3ccccc3n2c1NCCCN(C)C ?
NR2E3 ag-1: -2; Vif imaging: 9; Peg3 promoter: -1; KKLEB tox: 0; CF NFkB inh: -5; NR2E3 ag-2: -28; PDI inh: -3; CaV13 ICDI inh: 2; HIF-2a inh: 4

Results for O=C(Nc1ccc(C(=O)N2CCOCC2)cc1)c1cc(-c2cccnc2)nc2ccc(Br)cc12 ?
MITF TRPM1 inh: -4; NR2E3 ag-1: 5; Vif imaging: -4; Peg3 promoter: 38; KKLEB tox: -1; CF NFkB inh: -33; Shn3 inh set2: -10; NR2E3 ag-2: 5; PDI inh: -8; CaV13 ICDI inh: -6; HIF-2a inh: -17

How did Cc1ccc(NC(=O)CCNC(=O)c2ccc([N+](=O)[O-])cc2)cc1C do in these assays?
MITF TRPM1 inh: 11; Vif imaging: 1; Peg3 promoter: 15; KKLEB tox: -3; CF NFkB inh: 2; Shn3 inh set2: 0; NR2E3 ag-2: 5; PDI inh: -74; CaV13 ICDI inh: -3; HIF-2a inh: -9

What do the screens show for `O=C(CSc1nccc(-c2cccs2)n1)Nc1cccc(Cl)c1`?
MITF TRPM1 inh: 18; NR2E3 ag-1: -4; Peg3 promoter: 7; KKLEB tox: 2; CF NFkB inh: -23; Shn3 inh set2: 5; NR2E3 ag-2: -3; PDI inh: -4; CaV13 ICDI inh: 0; HIF-2a inh: 3

How did CN(C(=O)COC(=O)c1cc(-c2ccco2)nc2ccccc12)C1CCS(=O)(=O)C1 (configuration not stated) do in these assays?
MITF TRPM1 inh: -2; NR2E3 ag-1: 3; Vif imaging: -1; Peg3 promoter: 2; KKLEB tox: -2; CF NFkB inh: -6; Shn3 inh set2: -9; NR2E3 ag-2: -34; PDI inh: 5; CaV13 ICDI inh: -5; HIF-2a inh: -3

What do the screens show for `CC(C)(C)NC(=O)C(c1ccc(F)cc1)N(Cc1ccccc1Cl)C(=O)c1ccn[nH]1` (configuration not stated)?
NR2E3 ag-1: 2; Vif imaging: -4; Peg3 promoter: 4; KKLEB tox: 3; CF NFkB inh: 4; Shn3 inh set2: 8; NR2E3 ag-2: -4; PDI inh: -7; CaV13 ICDI inh: -6; HIF-2a inh: 13

Results for COc1ccc(OC)c(/C=N/NC(=O)c2ccc(N(C)S(=O)(=O)c3ccccc3)cc2)c1 ?
MITF TRPM1 inh: 7; NR2E3 ag-1: 0; Vif imaging: -10; Peg3 promoter: 35; KKLEB tox: -29; CF NFkB inh: 5; Shn3 inh set2: -3; NR2E3 ag-2: 7; PDI inh: 13; CaV13 ICDI inh: -5; HIF-2a inh: 13

Results for CCCN=C1CC(C)(C)CC(=O)/C1=C(/O)CCC ?
MITF TRPM1 inh: 5; NR2E3 ag-1: 0; Vif imaging: 14; Peg3 promoter: 0; KKLEB tox: 10; CF NFkB inh: -4; Shn3 inh set2: 7; NR2E3 ag-2: -13; PDI inh: 1; CaV13 ICDI inh: 3; HIF-2a inh: 10

What do the screens show for `CC(Oc1cc2oc(=O)c3c(c2cc1Cl)CCC3)C(=O)NCCCN1CCOCC1` (configuration not stated)?
MITF TRPM1 inh: -4; NR2E3 ag-1: -2; Vif imaging: -5; Peg3 promoter: 14; KKLEB tox: -4; CF NFkB inh: 3; Shn3 inh set2: 4; NR2E3 ag-2: -7; PDI inh: 2; CaV13 ICDI inh: -16; HIF-2a inh: 5

What do the screens show for `Cc1cc(C(=O)CSc2nc(N)cc(N)n2)c(C)n1C1CC1`?
MITF TRPM1 inh: 5; NR2E3 ag-1: -3; Vif imaging: -1; Peg3 promoter: -9; KKLEB tox: 10; CF NFkB inh: -7; Shn3 inh set2: -3; NR2E3 ag-2: 4; PDI inh: -10; CaV13 ICDI inh: -5; HIF-2a inh: 0

Reprinted at random: two entries already listed, in no set order.
Results for COc1ccc(OC)c(/C=N/NC(=O)c2ccc(N(C)S(=O)(=O)c3ccccc3)cc2)c1 ?
MITF TRPM1 inh: 7; NR2E3 ag-1: 0; Vif imaging: -10; Peg3 promoter: 35; KKLEB tox: -29; CF NFkB inh: 5; Shn3 inh set2: -3; NR2E3 ag-2: 7; PDI inh: 13; CaV13 ICDI inh: -5; HIF-2a inh: 13

What do the screens show for `Cc1cc(C(=O)CSc2nc(N)cc(N)n2)c(C)n1C1CC1`?
MITF TRPM1 inh: 5; NR2E3 ag-1: -3; Vif imaging: -1; Peg3 promoter: -9; KKLEB tox: 10; CF NFkB inh: -7; Shn3 inh set2: -3; NR2E3 ag-2: 4; PDI inh: -10; CaV13 ICDI inh: -5; HIF-2a inh: 0

The listing continues.
Results for CN(C)c1oc(-c2ccccc2)nc1C#N ?
MITF TRPM1 inh: -11; NR2E3 ag-1: 1; Vif imaging: 2; Peg3 promoter: -26; KKLEB tox: 8; CF NFkB inh: -5; Shn3 inh set2: -33; NR2E3 ag-2: -14; PDI inh: -2; CaV13 ICDI inh: -4; HIF-2a inh: -23

Results for CCc1ccc(NC(=O)C(=S)NC2CCCCC2)cc1 ?
MITF TRPM1 inh: -110; NR2E3 ag-1: 3; Vif imaging: 10; Peg3 promoter: -373; KKLEB tox: 10; CF NFkB inh: -26; Shn3 inh set2: -81; NR2E3 ag-2: -24; PDI inh: 9; CaV13 ICDI inh: -3; HIF-2a inh: -350

Results for CCN(CC)Cc1c(C(=O)OC)nnn1-c1nonc1N ?
MITF TRPM1 inh: 13; NR2E3 ag-1: -1; Peg3 promoter: 11; KKLEB tox: 2; CF NFkB inh: -8; Shn3 inh set2: 7; NR2E3 ag-2: 1; PDI inh: -6; HIF-2a inh: 14

How did Cc1ccc(C(=O)NC2CC(C)(C)NC(C)(C)C2)cc1 do in these assays?
MITF TRPM1 inh: 1; NR2E3 ag-1: 1; Vif imaging: 8; Peg3 promoter: 12; KKLEB tox: -1; CF NFkB inh: -6; Shn3 inh set2: -2; NR2E3 ag-2: 9; PDI inh: 5; CaV13 ICDI inh: -3; HIF-2a inh: 21

How did Cc1c(C(=O)N/N=C/c2ccncc2)no[n+]1[O-] do in these assays?
MITF TRPM1 inh: -1; NR2E3 ag-1: 0; Vif imaging: 3; Peg3 promoter: 3; KKLEB tox: -11; CF NFkB inh: 2; Shn3 inh set2: -11; NR2E3 ag-2: -30; PDI inh: 0; CaV13 ICDI inh: -10; HIF-2a inh: 5

How did Cc1cc(C)n2cc(CSc3nnc(-c4ccccc4)o3)nc2n1 do in these assays?
MITF TRPM1 inh: -6; NR2E3 ag-1: 1; Vif imaging: -8; Peg3 promoter: 9; KKLEB tox: 13; CF NFkB inh: -4; Shn3 inh set2: 2; NR2E3 ag-2: 22; PDI inh: -2; HIF-2a inh: -6

What do the screens show for `O=C(Cn1ncc2c(=O)oc3ccccc3c21)N1CCCN(Cc2ccccc2F)C1`?
MITF TRPM1 inh: 11; NR2E3 ag-1: 2; Vif imaging: 5; Peg3 promoter: 10; KKLEB tox: 10; CF NFkB inh: -16; Shn3 inh set2: -30; NR2E3 ag-2: -19; CaV13 ICDI inh: -3; HIF-2a inh: 5

Results for O=C(NCc1ccccc1)c1cccc(S(=O)(=O)N2CCOCC2)c1 ?
MITF TRPM1 inh: 12; NR2E3 ag-1: -5; Vif imaging: 3; Peg3 promoter: 16; KKLEB tox: 2; CF NFkB inh: -1; Shn3 inh set2: 2; NR2E3 ag-2: -20; PDI inh: 6; HIF-2a inh: 2

How did O=C(COC(=O)C1CC1)Nc1c(Cl)cccc1C(F)(F)F do in these assays?
MITF TRPM1 inh: -13; NR2E3 ag-1: 1; Vif imaging: -4; Peg3 promoter: 0; KKLEB tox: 3; CF NFkB inh: -27; Shn3 inh set2: 3; NR2E3 ag-2: -24; PDI inh: -1; CaV13 ICDI inh: -6; HIF-2a inh: 10

Results for COc1ccc2[nH]c(C)c(-c3csc(N)n3)c2c1 ?
MITF TRPM1 inh: 1; NR2E3 ag-1: 1; Vif imaging: -3; Peg3 promoter: 16; KKLEB tox: -4; CF NFkB inh: -6; Shn3 inh set2: -5; NR2E3 ag-2: -18; PDI inh: -1; CaV13 ICDI inh: -6; HIF-2a inh: 14

What do the screens show for `CCC(c1nnnn1C(C)(C)CC)N(CCCO)Cc1cc2cc(C)cc(C)c2[nH]c1=O` (configuration not stated)?
MITF TRPM1 inh: -6; Vif imaging: 7; Peg3 promoter: -1; KKLEB tox: 0; CF NFkB inh: 14; Shn3 inh set2: 22; NR2E3 ag-2: -27; PDI inh: 5; HIF-2a inh: 6

Results for O=C(NCC(=O)N1CCC2(CC1)NCCc1[nH]cnc12)c1cccc(Cl)c1 ?
MITF TRPM1 inh: -1; NR2E3 ag-1: 2; Vif imaging: 6; Peg3 promoter: -1; KKLEB tox: 38; CF NFkB inh: -32; Shn3 inh set2: -17; NR2E3 ag-2: -18; PDI inh: -3; CaV13 ICDI inh: -2; HIF-2a inh: 2

How did COc1cccc(C(=O)Nc2ccc(S(=O)(=O)Nc3cc(C)nc(C)n3)cc2)c1 do in these assays?
MITF TRPM1 inh: 1; NR2E3 ag-1: -1; Vif imaging: 6; Peg3 promoter: 3; KKLEB tox: -2; CF NFkB inh: 10; Shn3 inh set2: -2; NR2E3 ag-2: -8; PDI inh: 8; CaV13 ICDI inh: -3; HIF-2a inh: 14

Assay outcomes as filed in PubChem.
